# Screening data from PubChem.
# 14-3-3 PPI: modulators of human 14-3-3 gamma - Raf peptide interaction; P61981; FP, 14-3-3gamma / TMR-pS259-Raf peptide binding; inhibition, % at 40 µM; 160,000 tested, 0.19% active; AID 422; in the data active means inhibition above about 30%;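 further: 0% = protein plus tracer without compound and 100% = blank with tracer alone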
# Target sequence (P61981 whole entry, looked up): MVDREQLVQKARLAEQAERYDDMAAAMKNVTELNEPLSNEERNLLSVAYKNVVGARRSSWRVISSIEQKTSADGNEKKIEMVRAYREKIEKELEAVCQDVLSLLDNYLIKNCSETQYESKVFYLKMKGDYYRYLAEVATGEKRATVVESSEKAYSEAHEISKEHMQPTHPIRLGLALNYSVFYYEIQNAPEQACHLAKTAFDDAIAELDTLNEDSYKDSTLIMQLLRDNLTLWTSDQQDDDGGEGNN
# An asterisk follows results filed as active; & = joins results of further samples.
SMILES,14-3-3 PPI
COC(=O)c1oc2ccc(Br)cc2c1NC(=O)CCN1CCOCC1,4
Cc1csc(NC(=O)CCN2C(=O)c3ccccc3S2(=O)=O)n1,3
CCCCOc1ccc(-c2nc(-c3ccc([N+](=O)[O-])cc3)no2)cc1,1
CCCCOc1ccc(S(=O)(=O)N2CCSC2c2cccc(Cl)c2)cc1 (centres undefined),-3
CCOc1ccc(CCNC(=O)C2CCCN(c3nnc(-n4cccc4)s3)C2)cc1OCC (centres undefined),0
COc1ccc(-c2nnc(-c3cccnc3)o2)cc1OC,-4
Fc1ccc2[nH]c3c(N4CCN(C5CCCCC5)CC4)ncnc3c2c1,-1
Cc1ccccc1-c1nc(CN2CCC(C(=O)NCC3CCCO3)CC2)c(C)o1 (centres undefined),-6
Cc1ccccc1NC(=O)CCC(=O)O,-315
CN(Cc1ccccc1)c1nnc(N)s1,-19
O=C(C(Cc1ccccc1)N1C(=O)C2CCCCC2C1=O)N1CCN=C1c1ccccc1 (centres undefined),1
O=c1[nH]c2ccc(S(=O)(=O)Nc3cccnc3)cc2s1,1
Cc1cc(C)nc(SCc2nnc(SCC(=O)N3CCCc4ccccc43)o2)n1,4
Cn1c(=O)oc2cc(S(=O)(=O)NC3CCCc4ccccc43)ccc21 (centres undefined),2&-4
CCC(=O)N1CCCc2cc(S(=O)(=O)N3CCC(N4CCCCC4)CC3)ccc21,-8
CCC(C)(C)NC(=O)C(c1cccn1C)N(Cc1ccccc1)C(=O)Cn1nnc2ccccc21 (centres undefined),-2
O=S1(=O)N=C(SCCO)c2ccccc21,-5
CCCOc1ccc(NC(=O)c2cc(=O)n(C)c(=NC)s2)cc1Br,0
CCN1CCN(c2nc(-c3cccnc3)nc3ccccc23)CC1,-5
Cn1c(SCC(=O)NC(C)(C)C)nnc1-c1ccc(C(C)(C)C)cc1,6
Cc1ccc(-n2nnc3c(=O)n(Cc4cccc(C)c4)cnc32)cc1,3
O=C(CCC(=O)N1CCc2ccccc21)N1CCc2ccccc21,-16
CCSc1nnc2c(n1)OC(c1ccc(C)cc1)Nc1ccccc1-2 (centres undefined),5
OCCNc1ccc(Cl)cc1,-3
COc1ccccc1C1C(C(C)=O)=C(O)C(=O)N1CCc1ccccc1 (centres undefined),2
SMILES,14-3-3 PPI
CC(=O)C(=[N+]=[N-])C(=O)NCc1ccccc1,-1
O=C(O)C1CCC(=O)N1C1CCCCC1 (centres undefined),-6
CC(=O)Oc1ccc(N2C(=O)C3C4c5ccccc5C(C)(c5ccccc54)C3C2=O)cc1 (centres undefined),-10
O=C(C1CCN(S(=O)(=O)c2cccnc2)CC1)N(CCc1ccccc1)Cc1ccccc1,1
COc1ccc(OCC2c3cc(OC)c(OC)cc3CCN2C(=O)C(C)C)cc1 (centres undefined),-6
CCN1C(=O)NC(c2ccc(Cl)cc2)C2=C1CCCC2=O (centres undefined),4
COc1ccc(N2C(=O)CSC2c2ccc(SC)cc2)cc1 (centres undefined),0
Cc1cccc(N2C(=O)CC(Sc3nc(C)c4c(n3)CCCC4)C2=O)c1 (centres undefined),3
CCCc1nc(-c2cc3ccc(C)cc3[nH]c2=O)no1,0
COc1ccccc1OC(=O)CN1C(=O)c2ccccc2C1=O,-3
COc1ccc(OC)c(NC(=O)Cn2cnc3ccccc3c2=O)c1,-6
COCCNC(=O)c1c[nH]c2ccc(S(=O)(=O)N(C)c3cccc(C)c3)cc2c1=O,-1
COc1ccc(C2SCCN2S(=O)(=O)c2cccc(C(F)(F)F)c2)cc1[N+](=O)[O-] (centres undefined),6
O=C(c1coc2ccc(O)cc12)C1CC1,1
O=C(CN(C1CCCCC1)S(=O)(=O)c1ccc(F)cc1)NCCCO,0
COC(=O)c1cccc(NC(=O)COc2ccccc2C)c1,-7
CC(C)CCOC(=O)c1ccc(N2C(=O)c3ccccc3C2=O)cc1,-8
O=C(CN1CCN(Cc2ccccc2F)CC1)Nc1cccc(C(F)(F)F)c1,4
COC(=O)c1cc(NC(=O)c2cc3ccccc3oc2=O)cc(C(=O)OC)c1,0
CCOC(=O)C1CCN(C(=O)C2CCN(S(=O)(=O)c3ccc(OC)c(OC)c3)CC2)CC1,-2
CCOC(=O)c1[nH]c(C)c(CNCc2ccco2)c1C,18
Cc1cc(C)n(C(=O)c2cc(Cl)nc3ccccc23)n1,-5
Cc1cc(NCCO)n2c(nc3ccccc32)c1C#N,-22
O=C(c1cc(-c2ccc(O)cc2)on1)N1CCCc2ccccc21,0
CC(C)OC(=O)C1CC(C)(O)C(=O)C(C(=O)OC(C)C)C1c1ccc(N(C)C)cc1 (centres undefined),3

# Part of the list above in another layout.
mol | 14-3-3 PPI
O=C(O)C1CCC(=O)N1C1CCCCC1 (centres undefined) | -6
CC(=O)Oc1ccc(N2C(=O)C3C4c5ccccc5C(C)(c5ccccc54)C3C2=O)cc1 (centres undefined) | -10
O=C(C1CCN(S(=O)(=O)c2cccnc2)CC1)N(CCc1ccccc1)Cc1ccccc1 | 1
COc1ccc(OCC2c3cc(OC)c(OC)cc3CCN2C(=O)C(C)C)cc1 (centres undefined) | -6
CCN1C(=O)NC(c2ccc(Cl)cc2)C2=C1CCCC2=O (centres undefined) | 4
COc1ccc(N2C(=O)CSC2c2ccc(SC)cc2)cc1 (centres undefined) | 0
Cc1cccc(N2C(=O)CC(Sc3nc(C)c4c(n3)CCCC4)C2=O)c1 (centres undefined) | 3
CCCc1nc(-c2cc3ccc(C)cc3[nH]c2=O)no1 | 0
COc1ccccc1OC(=O)CN1C(=O)c2ccccc2C1=O | -3
COc1ccc(OC)c(NC(=O)Cn2cnc3ccccc3c2=O)c1 | -6
COCCNC(=O)c1c[nH]c2ccc(S(=O)(=O)N(C)c3cccc(C)c3)cc2c1=O | -1
COc1ccc(C2SCCN2S(=O)(=O)c2cccc(C(F)(F)F)c2)cc1[N+](=O)[O-] (centres undefined) | 6
O=C(c1coc2ccc(O)cc12)C1CC1 | 1
O=C(CN(C1CCCCC1)S(=O)(=O)c1ccc(F)cc1)NCCCO | 0
COC(=O)c1cccc(NC(=O)COc2ccccc2C)c1 | -7
CC(C)CCOC(=O)c1ccc(N2C(=O)c3ccccc3C2=O)cc1 | -8
O=C(CN1CCN(Cc2ccccc2F)CC1)Nc1cccc(C(F)(F)F)c1 | 4
COC(=O)c1cc(NC(=O)c2cc3ccccc3oc2=O)cc(C(=O)OC)c1 | 0
CCOC(=O)C1CCN(C(=O)C2CCN(S(=O)(=O)c3ccc(OC)c(OC)c3)CC2)CC1 | -2
CCOC(=O)c1[nH]c(C)c(CNCc2ccco2)c1C | 18
Cc1cc(C)n(C(=O)c2cc(Cl)nc3ccccc23)n1 | -5

# Later entries.
SMILES,14-3-3 PPI
CC1CCC2C(=O)N(c3cccc(OC(=O)Cc4ccccc4)c3)C(=O)C2C1 (centres undefined),-9
Cc1ccc(OCCNC(=O)CSc2ccc(C(F)(F)F)cc2[N+](=O)[O-])cc1C,-2
COc1ccc(CCNc2ncnc3sc(C)c(C)c23)cc1OC,-24
COc1cc(C=Cc2nc3cc(Cl)ccc3c(=O)n2-c2ccc(F)cc2)cc(OC)c1OC,0
COc1ccc(C2NC(=O)c3c(sc4c3CCCC4)N2)cc1 (centres undefined),-6
CN(C(=O)c1ccc(Cl)c(S(=O)(=O)N2CCOCC2)c1)c1ccccc1C(=O)O,-1
CCC(C)NC(=O)C(NS(=O)(=O)c1cccs1)C(C)C (centres undefined),-5
Cc1ccc(C(CCNCc2ccccc2)c2ccco2)cc1 (centres undefined),1
CCOC(=O)N1CCN(C(=O)c2ccc3c(=O)n4c(nc3c2)CCCCC4)CC1,-5
CC1CCN(S(=O)(=O)c2ccc3c(c2)oc(=O)n3CC(=O)NCc2ccc3c(c2)OCO3)CC1,-1
O=C(Nc1ccccc1)c1ccccc1N1C(=O)c2ccccc2C1=O,-3
CCOC(=O)N1CCN(C(=O)CSCC(=O)Nc2nc(-c3ccc4c(c3)OCO4)cs2)CC1,3
CC(C)(C)c1ccc(OCCn2c(=N)n(CC(N)=O)c3ccccc32)cc1,-3
CC(=O)N1CCN(c2ccc(NCc3ccccc3)cc2)CC1,-1
CCCOc1ccc(/C(O)=C2\C(=O)C(=O)N(Cc3cccnc3)C2c2ccc(Br)cc2)c(C)c1 (centres undefined),-2
O=C(O)C1C2C=CC(C2)C1C(=O)N1CCC(Cc2ccccc2)CC1 (centres undefined),1
CCOc1ccc(C(=O)Nc2nc(-c3cc4ccccc4oc3=O)cs2)cc1,-8
CC(O)CNc1nc2c(c(=O)n(C)c(=O)n2C)n1Cc1cccc(C(F)(F)F)c1 (centres undefined),-1
Cc1sc2nc(SCC(=O)c3ccccc3)nc(N)c2c1C,1
COc1ccc(C2C=C(Nc3ccc(Cl)cc3)C(=O)N2c2ccc(Cl)cc2)cc1OC (centres undefined),-4
O=[N+]([O-])c1ccccc1OCCOCCOc1ccccc1[N+](=O)[O-],2
CSc1cccc(-n2cc(-c3ccc(Br)cc3)[nH]c2=O)c1,-3
CCC(C)C(=O)Nc1cc(C(=O)OC)cc(C(=O)OC)c1 (centres undefined),-8
CCn1c(-c2csc3c2CCC(C)C3)n[nH]c1=S (centres undefined),3
NS(=O)(=O)c1ccc(NC(=O)C(F)(F)F)cc1,-6
SMILES,14-3-3 PPI
CC1CCN(C(=O)c2ccc3nc4ccc(Cl)cc4c(=O)n3c2)CC1,-14
CCN(c1ccccc1)S(=O)(=O)c1ccc2c(c1)CCC(=O)N2,-39
COc1ccc(NC(=O)COn2nnc3ccc(Cl)cc32)cc1OC,-5
CCOC(=O)C(C)Sc1nc(-c2ccco2)cc(C(F)(F)F)c1C#N (centres undefined),-43
COc1ccc(NC(=O)CN(c2ccccc2)S(=O)(=O)N(C)C)cc1OC,-10
Cc1cc(C)cc(NC(=O)Cn2c3ccccc3c(=O)c3cc(C)ccc32)c1,-1
O=C(CN1CCN(S(=O)(=O)c2ccc(Br)cc2)CC1)c1ccc(F)cc1,-4
Cc1c(NC2=NC3(CCCCC3)Cc3ccccc32)c(=O)n(-c2ccccc2)n1C,0
Cc1ccc(CN2C(=O)CCC2C(=O)NCCN2CCCCCC2)cc1 (centres undefined),-5
Cc1ccc(C(=O)CSc2nnc(-c3cccs3)n2C)o1,2
Cc1ccc(-n2c(=O)c3ccccc3c3ccccc3c2=O)cc1Cl,-14
CCn1c(SCC(=O)N2CCOCC2)nnc1-c1cccs1,-1
Cc1cc(C)n(-c2nc(NC(C)C)nc(NC(C)C)n2)n1,-8
O=C(c1cc2nc(-c3cccs3)cc(C(F)(F)F)n2n1)N1CCN(c2ccc(F)cc2)CC1,6
O=C1N(Cc2ccccc2)CCCC12CCCN(Cc1ccccc1)C2=O,-3
c1csc(-c2nnc3n2C2(CCCC2)Cc2ccccc2-3)c1,-3
O=C(CSc1nc2ccccc2n1-c1ccccc1)NCC1CCCO1 (centres undefined),-19
Cc1cc(-c2ccccc2)n2ncc(C#N)c2n1,1
Cc1nc2c(C(=O)NCc3ccc(F)cc3)cnn2c(C)c1Cc1ccc(Cl)cc1,-16
CCOC(=O)c1c(NC(=O)c2nc3n(n2)C(C(F)F)CC(C)N3)sc2c1CCCC2 (centres undefined),-6&-10
Nc1nnc(-c2ccccc2)c(-c2ccccc2)n1,-8&5
CCOc1ccc(C(=O)Nc2c3c(nn2-c2ccc(C)cc2)CSC3)cc1,-7
Cc1ccc(-n2cc(C(C)(C)C)[nH]c2=S)cc1,0&2
CCC(C)(C)n1nnnc1C(c1cccs1)N1CCN(Cc2ccccc2)CC1 (centres undefined),-4
CC1CCc2cc(F)ccc2N1C(=O)Cn1cc(C(=O)C(F)(F)F)c2ccccc21 (centres undefined),1
SMILES,14-3-3 PPI
O=C1C2C3C=CC(C3)C2C(=O)N1CCN1CCN(S(=O)(=O)c2cccs2)CC1 (centres undefined),-3
O=C1c2ccccc2-c2ccc(C(=O)N3CCOCC3)cc21,-7
CCOC(=O)Cn1c(N2CCOCC2)nc2c1c(=O)[nH]c(=O)n2C,-6
C=CCn1c(SC(C)C(=O)NCc2ccc3c(c2)OCO3)nnc1C1CCCCC1 (centres undefined),-4
Cc1ccc(S(=O)(=O)N2CCOCC2)cc1C(=O)Nc1ccc(-c2cn3ccsc3n2)cc1,-4
COc1ccc(/C(O)=C2\C(=O)C(=O)N(CCN(C)C)C2c2ccccc2)cc1 (centres undefined),-4
Cc1cc(S(=O)(=O)N2CCN(c3ccccc3C)CC2)ccc1F,2
CCOc1ccc(-c2csc(-c3cc4cc(Br)ccc4oc3=O)n2)cc1,-3
O=[N+]([O-])c1ccc(O)c(C=Nc2cc(-c3ccccc3)ccc2O)c1,-20
CC1(C)Cc2c(sc3[nH]c(=S)n(-c4cccc(Br)c4)c(=O)c23)CO1,7
COc1cc(Cl)ccc1NC(=O)c1cnn2c(C(F)(F)F)cc(-c3cccs3)nc12,-1
COC(=O)C1=CN(C2CCCC2)C=C(C(=O)OC)C1c1ccccc1C(F)(F)F,-3
Cc1cc(NC(=O)c2c(-c3ccccc3)noc2C)no1,-5
CCCCOC(=O)Nc1nnc(CCOCC)s1,-5
COc1ccc(-n2nc3c(c2NC(=O)c2c(-c4ccccc4Cl)noc2C)CS(=O)(=O)C3)cc1,0
Cc1nc2ncnn2c(C)c1CCC(=O)Nc1csc(N)n1,1
CCOC(=O)c1c(C)c(C(=O)NC(C)COC)c(C)n1C (centres undefined),1
COc1ccc(-c2c(=O)n(OCc3ccccn3)c3ccccc3[n+]2[O-])cc1OC,2
O=S(=O)(c1ccc(-c2csc(-c3cccnc3)n2)cc1)N1CCCCC1,-8&-46
COc1ccc(NC(=O)c2cc3cccc(OC)c3oc2=O)cc1OC,0
O=S(=O)(Cc1cccc(F)c1)c1c[nH]c2ccccc12,2
CCOc1ccc(C2CC(=O)NC(SC)=C2C#N)cc1 (centres undefined),-4
CCOC(=O)c1ccc(NC(=O)Nc2ccc(S(N)(=O)=O)cc2)cc1,3
COc1nc(N2CCCCCC2)nc(N2CCCCCC2)n1,-5
COc1ccc(C2C(C(=O)OCCOc3ccccc3)=C(C)NC3=C2C(=O)CC(C)(C)C3)cc1O (centres undefined),0
Cc1ccc2oc(=O)c3cnn(CC(=O)NCCN4CCOCC4)c3c2c1,-5
CC(C)NC(=O)c1cnn2c1NC(c1ccc(F)cc1)CC2C(F)(F)F (centres undefined),-15
CCc1ccccc1NC(=O)c1ccc(NCc2ccc(C)cc2)c([N+](=O)[O-])c1,-7
COC(=O)c1cc(COc2cc3oc(=O)cc(C)c3cc2Cl)c(C)o1,-4
CCCN(CCC)c1c(-c2ccccc2)c2cc(Cl)ccc2[nH]c1=O,-4

# This is a subset (hit frequency here may not be typical).
